From PubChem
TRPN1 ag: zebrafish TRPN1 (NompC) channel agonism; HEK293 zebrafish TRPN1-YFP, Fluo-8 calcium fluorescence; 100% = response to 87 µM carbachol; 220,000 tested, 0.18% active; AID 1424; activation, % at 3 µM;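 active = activation above its plate's cutoff, the mean activation of test wells on that plate plus 3 SD, cut at about 19% in these data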;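 also: 0% = DMSO alone and 100% = 87 µM carbachol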
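Material: zebrafish TRPN1-YFP in HEK293 cells. Doses: one dose of 3 µM, 0.3% DMSO. Incubation: dye 1 h 37 °C plus 30 min RT. Measured by: intracellular calcium fluorescence with Fluo-8.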
EBV gp42 block: inhibitors of Epstein-Barr virus glycoprotein 42 | Fluorescence polarization binding assay, mP read-out | inhibition, % (tested at 21.74 µM) | 220,000 tested, 0.42% active | AID 1085; in the data active = inhibition above about 50%
Target sequence (Q1HVG2 whole entry, looked up): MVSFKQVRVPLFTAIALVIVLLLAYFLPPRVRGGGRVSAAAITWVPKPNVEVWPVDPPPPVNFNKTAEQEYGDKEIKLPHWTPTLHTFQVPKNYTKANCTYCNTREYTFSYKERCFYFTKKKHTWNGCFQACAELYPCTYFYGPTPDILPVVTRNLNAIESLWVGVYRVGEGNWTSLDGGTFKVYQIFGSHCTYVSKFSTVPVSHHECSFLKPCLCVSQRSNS
PPC-1+TRAIL kill: compounds killing PPC-1 cancer cells with TRAIL present (potentiator screen, no TRAIL-free arm). PPC-1 cells + TRAIL, ATPLite viability luminescence. cell killing (% activity), % at 4 µM. 220,000 tested, 0.41% active. AID 1443;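 active = cell killing above 50% in the first pass at 4 µM, then a duplicate retest at 5 µM averaging 50% or more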;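 also: plate controls were cells with TRAIL plus DMSO for no effect and medium-only wells lacking cells for full effect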
Mdm2 ligase inh: blocks human Mdm2 ubiquitin ligase activity | Q00987 | 210,000 tested, 0.11% active | cell-based MDM2 ubiquitination luciferase reporter, 2 h; 0 = plate control, 100 = twice control, blank-subtracted | signal enhancement, % at 5 µM | AID 1230;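 active = signal enhancement of 30% or more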;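 also: luminescence tracks abundance of the self-degrading MDM2-luciferase fusion protein; higher signal means inhibition of MDM2 E3 ligase activity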
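Buffer or medium: Cells held in DMEM | Assay system: Stable mammalian line carrying autodegrading MDM2–luciferase fusion reporter | Quantity: 2000 cells/well | Times: 4 h settle plus 2 h compound, 37 °C | Doses: One concentration, 5 µM, with 0.2% DMSO | Technique: Luminescence with SteadyLite reagent, 15 min at room temperature | Benchmarks: Plate controls and plate blanks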
Runt-SMMHC FRET: Runt domain-CBFb-SMMHC interaction inhibition; Cerulean-Runt/Venus-CBFb-SMMHC FRET ratio 530/480, 1 h; AID 1434; Q01196+Q13951; inhibition, % at 20 µM; 220,000 tested, 0.74% active;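 active = mean inhibition across duplicate retests at 20 µM reaching about 50%, limit read from the data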;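 also: 0% = DMSO wells and 100% = wells with excess untagged CBFb-SMMHC; inhibitors lower the FRET ratio by blocking Runt binding to CBFb-SMMHC; some results filed as inactive read as strong as hits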
NCF1 inh: inhibitors of human p47phox binding; P14598; p47phox/p22phox peptide binding, fluorescence polarization, 2 h; inhibition, % at 24.7 µM; 220,000 tested, 0.53% active;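 active = inhibition above about 30%, limit read from the data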;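 also: 0% = p47phox with labelled peptide and 100% = labelled peptide alone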
Target sequence (P14598 whole entry, looked up): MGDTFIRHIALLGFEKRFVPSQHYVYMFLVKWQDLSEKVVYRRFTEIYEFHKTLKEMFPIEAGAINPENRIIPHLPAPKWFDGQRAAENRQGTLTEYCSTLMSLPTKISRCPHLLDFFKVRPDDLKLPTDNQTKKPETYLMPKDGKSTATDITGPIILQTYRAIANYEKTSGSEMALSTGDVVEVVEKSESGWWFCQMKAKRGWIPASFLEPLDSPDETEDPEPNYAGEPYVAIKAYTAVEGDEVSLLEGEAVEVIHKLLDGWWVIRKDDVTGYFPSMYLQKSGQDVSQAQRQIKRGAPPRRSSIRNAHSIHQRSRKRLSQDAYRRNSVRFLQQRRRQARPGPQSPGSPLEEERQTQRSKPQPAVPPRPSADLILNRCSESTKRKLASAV
TRPML3 agonist: activates the human TRPML3 channel. HEK293 TRPML3-YFP, Fluo-8 calcium fluorescence; 100% = the carbachol control signal. 220,000 tested, 0.29% active. activation, % at 3 µM;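 active = activation above its plate's cutoff, the mean activation of the plate's test wells plus 3 SD, cut at about 12% in these data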;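 also: 0% = DMSO only wells and 100% = carbachol wells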
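Material: TRPML3-YFP stable HEK293 cells | Dosing: One concentration, 3 µM nominal, 0.3% DMSO | Timing: 125 s total fluorescence read per well | Technique: Fluo-8 calcium dye fluorescence, ex 470-495, em 515-575 nm | Measure: Percent activation from peak-to-basal fluorescence ratio, scaled between DMSO and carbachol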
TNF necrop inh: TNF-alpha cell death inhibition in Jurkat FADD-/- cells. activation (protection from cell death), % at 10 µM. 220,000 tested, 0.068% active. Jurkat FADD-/- TNF necroptosis rescue, ATP luminescence, 24 h; 0 = TNF only, 100 = no-TNF cells;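 active = activation, meaning protection from cell death, of at least 50% relative to plate controls; inactive = activation below 50%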;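 also: necroptosis triggered by 40 ng/mL TNF-alpha added together with compound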
CHOP inh: CHOP inhibition in unfolded protein response; CHO-K1 CHOP-promoter luciferase, tunicamycin-induced, 15-18 h; inhibition, % at 10 µM; 220,000 tested, 3.8% active;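 active = compounds that reduced the stress-induced luciferase reporter signal by more than about 70% of percent inhibition, limit read from the data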;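 also: 0% = tunicamycin plus vehicle and 100% = wells without tunicamycin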
An asterisk follows results filed as active.

What do the screens show for `Cc1onc(-c2ccccc2)c1C(=O)NC(=S)Nc1sc2c(c1C#N)CCCC2`?
TRPN1 ag: 1.8; EBV gp42 block: -21; PPC-1+TRAIL kill: 5; Mdm2 ligase inh: -14; Runt-SMMHC FRET: 37; NCF1 inh: -75; TRPML3 agonist: 0.7; TNF necrop inh: 1.6; CHOP inh: 3

How did CCOc1ccc2c(c1)c(N=O)c(O)n2C do in these assays?
TRPN1 ag: 0.2; EBV gp42 block: -8; PPC-1+TRAIL kill: 3; Mdm2 ligase inh: 0; Runt-SMMHC FRET: 3; NCF1 inh: -7; TRPML3 agonist: 0.1; TNF necrop inh: 0.4; CHOP inh: -3

Results for CCOC(=O)c1cc(CC)sc1/N=C/C1C(=O)CCCC1=O ?
TRPN1 ag: -0.4; EBV gp42 block: -4; PPC-1+TRAIL kill: -17; Mdm2 ligase inh: 1; Runt-SMMHC FRET: 1; NCF1 inh: -8; TRPML3 agonist: -0.2; TNF necrop inh: -2.1; CHOP inh: 18

What do the screens show for `COc1cc(S(=O)(=O)N(Cc2ccccc2)CC2CCCO2)ccc1-n1cnnn1` (configuration not stated)?
TRPN1 ag: 0.7; EBV gp42 block: -4; PPC-1+TRAIL kill: -10; Mdm2 ligase inh: -12; Runt-SMMHC FRET: 3; NCF1 inh: -27; TRPML3 agonist: -0.4; TNF necrop inh: 1.9; CHOP inh: -5

Results for O=C(NC1CCCC1)C(NS(=O)(=O)c1cccc2nsnc12)c1ccccc1 (configuration not stated) ?
TRPN1 ag: -0.9; EBV gp42 block: -5; PPC-1+TRAIL kill: 16; Mdm2 ligase inh: -17; Runt-SMMHC FRET: -2; NCF1 inh: 4; TRPML3 agonist: -1.0; TNF necrop inh: -1.4; CHOP inh: -5

How did Cc1cccc(C(=O)Oc2ccccc2C(=O)N2CCOCC2)c1 do in these assays?
TRPN1 ag: 0.1; EBV gp42 block: -12; PPC-1+TRAIL kill: 20; Mdm2 ligase inh: 10; Runt-SMMHC FRET: -2; NCF1 inh: -8; TRPML3 agonist: 0.2; TNF necrop inh: -0.1; CHOP inh: 10

Results for CCN(CC)S(=O)(=O)c1cccc(C(=O)/C=C2/N(C)c3ccccc3C2(C)C)c1 ?
TRPN1 ag: 0.1; EBV gp42 block: -14; PPC-1+TRAIL kill: -3; Mdm2 ligase inh: -2; Runt-SMMHC FRET: 12; NCF1 inh: -29; TRPML3 agonist: 0.6; TNF necrop inh: 2.6; CHOP inh: 26

What do the screens show for `CCN(CC)C(=O)CSc1nc2cc(OC)c(OC)cc2c(=O)n1Cc1ccc(Cl)cc1`?
TRPN1 ag: -0.3; EBV gp42 block: 16; PPC-1+TRAIL kill: -4; Mdm2 ligase inh: -4; Runt-SMMHC FRET: 0; NCF1 inh: -9; TRPML3 agonist: -0.1; TNF necrop inh: -2.5; CHOP inh: 50

How did CCN(CC)c1ccc(NC(=O)c2ccc(Cl)nc2)cc1 do in these assays?
TRPN1 ag: 2.2; EBV gp42 block: -14; PPC-1+TRAIL kill: 15; Mdm2 ligase inh: -12; Runt-SMMHC FRET: 2; NCF1 inh: -4; TRPML3 agonist: 0.6; TNF necrop inh: -15; CHOP inh: -10

What do the screens show for `Cn1c(=O)c2c(-c3ccccc3)n(N3CCOCC3)cc2n(C)c1=O`?
TRPN1 ag: 1.8; EBV gp42 block: -18; PPC-1+TRAIL kill: 6; Mdm2 ligase inh: -7; Runt-SMMHC FRET: -3; NCF1 inh: 1; TRPML3 agonist: -0.1; TNF necrop inh: -3.5; CHOP inh: 0

How did Cc1ccc(S(=O)(=O)c2c(C)nn(C(C)(C)C)c2OC(=O)CC(C)C)cc1 do in these assays?
TRPN1 ag: 2.5; EBV gp42 block: 8; PPC-1+TRAIL kill: -13; Mdm2 ligase inh: -2; Runt-SMMHC FRET: 1; NCF1 inh: -7; TRPML3 agonist: 7.5; TNF necrop inh: -1.0; CHOP inh: 80*

How did CCc1[nH]c(=O)[nH]c1C(C)S(=O)(=O)c1ccc(C)cc1 (configuration not stated) do in these assays?
TRPN1 ag: 0.7; EBV gp42 block: 6; PPC-1+TRAIL kill: 8; Mdm2 ligase inh: -24; Runt-SMMHC FRET: 5; NCF1 inh: -1; TRPML3 agonist: 0.1; TNF necrop inh: 0.3; CHOP inh: -61

Results for COC(=O)c1ccc(CN(c2ccccc2Cl)S(C)(=O)=O)cc1 ?
TRPN1 ag: -2.3; EBV gp42 block: 2; PPC-1+TRAIL kill: 10; Mdm2 ligase inh: -5; Runt-SMMHC FRET: 5; NCF1 inh: 2; TRPML3 agonist: 0.1; TNF necrop inh: 0.2; CHOP inh: 12

Results for CCOC(=O)CSC1=C(C#N)C(c2ccc(C)s2)CC(=O)N1 (configuration not stated) ?
TRPN1 ag: -0.5; EBV gp42 block: 13; PPC-1+TRAIL kill: 18; Mdm2 ligase inh: -15; Runt-SMMHC FRET: 1; NCF1 inh: -10; TRPML3 agonist: 0.3; TNF necrop inh: -9.2

Results for COc1ccc(-c2ccc(SCC(=O)N3c4ccccc4CC3C)nn2)cc1OC (configuration not stated) ?
TRPN1 ag: 0.3; EBV gp42 block: -15; PPC-1+TRAIL kill: 9; Mdm2 ligase inh: -2; Runt-SMMHC FRET: -24; NCF1 inh: -9; TRPML3 agonist: -1.2; TNF necrop inh: -10; CHOP inh: 21

For reference, part of the list above.
Results for COC(=O)c1ccc(CN(c2ccccc2Cl)S(C)(=O)=O)cc1 ?
TRPN1 ag: -2.3; EBV gp42 block: 2; PPC-1+TRAIL kill: 10; Mdm2 ligase inh: -5; Runt-SMMHC FRET: 5; NCF1 inh: 2; TRPML3 agonist: 0.1; TNF necrop inh: 0.2; CHOP inh: 12

Results for CCOC(=O)CSC1=C(C#N)C(c2ccc(C)s2)CC(=O)N1 (configuration not stated) ?
TRPN1 ag: -0.5; EBV gp42 block: 13; PPC-1+TRAIL kill: 18; Mdm2 ligase inh: -15; Runt-SMMHC FRET: 1; NCF1 inh: -10; TRPML3 agonist: 0.3; TNF necrop inh: -9.2

Results for COc1ccc(-c2ccc(SCC(=O)N3c4ccccc4CC3C)nn2)cc1OC (configuration not stated) ?
TRPN1 ag: 0.3; EBV gp42 block: -15; PPC-1+TRAIL kill: 9; Mdm2 ligase inh: -2; Runt-SMMHC FRET: -24; NCF1 inh: -9; TRPML3 agonist: -1.2; TNF necrop inh: -10; CHOP inh: 21

Further records.
How did CSc1cnc2c(N)nc(N(C)C)nc2n1 do in these assays?
TRPN1 ag: 0.5; EBV gp42 block: 0; PPC-1+TRAIL kill: 14; Mdm2 ligase inh: -2; Runt-SMMHC FRET: -28; NCF1 inh: -1; TRPML3 agonist: 0.9; TNF necrop inh: 1.5; CHOP inh: -12

How did Cc1ccc(-c2nn3nnnc3c3ccccc23)cc1 do in these assays?
TRPN1 ag: -0.4; EBV gp42 block: -24; PPC-1+TRAIL kill: 15; Mdm2 ligase inh: -11; Runt-SMMHC FRET: 1; NCF1 inh: -7; TRPML3 agonist: 0.4; TNF necrop inh: -4.6; CHOP inh: 46

Results for Cc1ccccc1NC(=O)Nc1ccccc1C(=O)NCc1ccccc1 ?
TRPN1 ag: 0.7; EBV gp42 block: -16; PPC-1+TRAIL kill: 13; Mdm2 ligase inh: -19; Runt-SMMHC FRET: 0; NCF1 inh: -12; TRPML3 agonist: -0.7; TNF necrop inh: 5.4; CHOP inh: 33

What do the screens show for `O=C(NC1CCCCC1)C(c1ccc2ncccc2c1)N(Cc1cccs1)C(=O)c1cccs1` (configuration not stated)?
TRPN1 ag: -1.7; EBV gp42 block: 0; PPC-1+TRAIL kill: 34; Mdm2 ligase inh: -12; Runt-SMMHC FRET: -4; NCF1 inh: -3; TRPML3 agonist: -1.0; TNF necrop inh: -7.6; CHOP inh: 1

What do the screens show for `CS(=O)(=O)N(CC(=O)Nc1cccc(Cl)c1)c1ccccc1Cl`?
TRPN1 ag: -0.1; EBV gp42 block: -20; PPC-1+TRAIL kill: 7; Mdm2 ligase inh: 10; Runt-SMMHC FRET: 4; NCF1 inh: -3; TRPML3 agonist: -0.3; TNF necrop inh: 1.4; CHOP inh: 59

Results for COc1ccnc(N2CCN(c3ccccc3)CC2)c1C#N ?
TRPN1 ag: 1.2; EBV gp42 block: -9; PPC-1+TRAIL kill: 2; Mdm2 ligase inh: -6; Runt-SMMHC FRET: 3; NCF1 inh: -5; TRPML3 agonist: 0.5; TNF necrop inh: -8.5; CHOP inh: 9

Results for C=C(C)Cn1c(SCC(=O)O)nnc1-c1ccc(OC)cc1 ?
TRPN1 ag: -1.2; EBV gp42 block: -12; PPC-1+TRAIL kill: 15; Mdm2 ligase inh: -4; Runt-SMMHC FRET: 1; NCF1 inh: -9; TRPML3 agonist: 1.1; TNF necrop inh: -0.1; CHOP inh: 43

Results for CCn1c(SCC(=O)Nc2nccc(C)n2)nc2ccccc21 ?
TRPN1 ag: 1.2; EBV gp42 block: 6; PPC-1+TRAIL kill: 11; Mdm2 ligase inh: -7; Runt-SMMHC FRET: 20; NCF1 inh: -6; TRPML3 agonist: 0.5; TNF necrop inh: 1.1; CHOP inh: 10

Results for CCC(N=c1cc(-c2ccc(OC)c(OC)c2)oc2ccc(C)cc12)C(=O)O (configuration not stated) ?
TRPN1 ag: -0.5; EBV gp42 block: -1; PPC-1+TRAIL kill: -1; Mdm2 ligase inh: 8; Runt-SMMHC FRET: -14; NCF1 inh: -9; TRPML3 agonist: 0.7; TNF necrop inh: 1.8; CHOP inh: -18

Results for C/C(=C/C(=O)Nc1cccc(F)c1)N1CCCC1 ?
TRPN1 ag: -0.7; EBV gp42 block: -8; PPC-1+TRAIL kill: 12; Mdm2 ligase inh: -6; Runt-SMMHC FRET: -2; NCF1 inh: -3; TRPML3 agonist: -0.3; TNF necrop inh: 1.0; CHOP inh: -7

What do the screens show for `COC(=O)/C=c1\sc2n(c1=O)C(C)=CC(C)(C)N=2`?
TRPN1 ag: -0.6; EBV gp42 block: -10; PPC-1+TRAIL kill: 19; Mdm2 ligase inh: -6; Runt-SMMHC FRET: -15; NCF1 inh: -14; TRPML3 agonist: -0.6; TNF necrop inh: 1.7; CHOP inh: 6

Results for Cc1ccccc1C(=O)NC(NCc1ccco1)C(Cl)(Cl)Cl (configuration not stated) ?
TRPN1 ag: -1.3; EBV gp42 block: -16; PPC-1+TRAIL kill: -24; Mdm2 ligase inh: -4; Runt-SMMHC FRET: 2; NCF1 inh: -5; TRPML3 agonist: -0.3; TNF necrop inh: -4.9; CHOP inh: 11
